USP2a inh – qHTS Assay for Inhibitors of Ubiquitin-specific Protease USP2a Using CHOP2 as the Reporter; actives 0.01% (n = 330,000); Potency, µM (titrated, usually from 38.3 µM), without a hit: top-dose activity change, negative = inhibition, most hits filed as inhibitors; Ubiquitin carboxyl-terminal hydrolase 2 (Homo sapiens), O75604; USP2 core, Ub-CHOP2 coupled fluorogenic reporter, 485/531;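 further: potency means the concentration at half of the fitted maximal effect; plate controls were DMSO wells for no effect and full inhibition by NEM control for full effect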
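Cell-free coupled assay: 10nM USP2 core preincubated 30min RT with compound in Tris-HCl pH 8.0/CaCl2/CHAPS buffer, then 25nM Ub-CHOP2 and 25nM reporter substrate; fluorescence (Ex 485/Em 531) read after 60min RT, normalized to NEM inhibition, concentration-response curves fitted.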
a7 integrin act – qHTS for Activators of Integrin-Mediated Alleviation for Muscular Dystrophy; alpha7betagal myoblasts, beta-gal FDG fluorescence, 48 h; Potency, µM (titrated, usually from 38.3 µM), for the others: top-dose activation, usual class: activators; actives 0.064% (n = 350,000);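 further: potency means the concentration at half of the fitted maximal effect; 100% = response of the positive control SU9516; nearly all actives have a fitted effect of over 60% in size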
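alpha7betagal+/- myoblasts (passage 13, 250/well) treated 48 h at 37C with compounds at 1:260 dilution of DMSO stock. Lysed, then beta-galactosidase activity read as FDG fluorescence (ex 480/em 540) after 30 min, with pre-read for autofluorescence.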
B2AR arrestin – qHTS assay of beta-arrestin-biased ligands of beta2-adrenergic receptor; actives 0.02% (n = 330,000); Potency, µM (series often up to 46.1 µM), for the others: top-dose activation, usual class: activators; beta-arrestin recruitment to beta2AR, cell-based reporter;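 further: potency means the concentration at half of the fitted maximal effect; 0% = DMSO controls and full agonism = EC100 isoproterenol or metaproterenol; nearly all actives have a fitted effect of over 65% in size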
p53 reactivation – qHTS assay for re-activators of p53 using a Luc reporter | H1299 p53-A138V BP100-luciferase reporter, luminescence, 24 h | Potency, µM (highest dose often 92.2 µM), inactives show at the top dose activity change, positive = activation, actives largely listed as activators | actives 0.063% (n = 320,000); further: potency means the concentration at half of the fitted maximal effect; % of control where 0% means no effect; nearly all actives have a fitted effect of over 45% in size
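H1299 (p53-null), stable ts p53-A138V + BP100-Luc; 1000 cells/well, Opti-MEM/10% FBS; cpd 4 pt, 1:5; 24 h, 37 deg C, 5% CO2; detection reagent 10 min RT; luminescence.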
BRCA1 expr up – qHTS Assay to Identify Small Molecule Activators of BRCA1 Expression; actives 1.1% (n = 380,000); MCF7-BRCA1-FFLuc reporter, luminescence, 48 h; response scale: scaled: vehicle 0%, 10 µM genistein 100%; Potency, µM (titrated, usually from 46.1 µM), for inactives: top-dose activation, actives largely listed as activators; AID 624202, 2012; further: potency means the concentration at half of the fitted maximal effect; nearly all actives have a fitted effect of over 80% in size; some results filed as inactive show a strong effect at the top dose
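Quantitative HTS in MCF7 cells stably reporting BRCA1 expression via firefly luciferase. Compound treatment lasts 48 h at 37 °C in phenol-red free MEM. Activation is expressed relative to genistein at 10 microM and DMSO.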
Eya2 inh – qHTS Assay for Inhibitors of the Phosphatase Activity of Eya2; actives 0.006% (n = 330,000); Protein phosphatase EYA2 (Homo sapiens), O00167; Potency, µM (doses to about 76.9 µM), without a hit: at the top dose activity, negative = inhibition, most hits filed as inhibitors; recombinant Eya2, OMFP fluorescence dephosphorylation (OMFP is methylfluorescein phosphate); further: potency means the concentration at half of the fitted maximal effect; on the % scale 0 is the no-effect control and ±100 the full control effect
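Eya2 (0.2 uM) preincubated 10 min at ambient with compound, then OMFP substrate added at 50 uM; 10 min reaction in 50 mM HEPES pH 7.5, 50 mM NaCl, 5 uM MgCl2, 0.05% BSA, 1 mM DTT. Fluorescence read at Ex 485/Em 525 nm.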
ASM inhibitor – Inhibitors of Secretory Acid Sphingomyelinase (S-ASM): qHTS | Sphingomyelin phosphodiesterase (Homo sapiens), P17405 | placental ASM, HMU-PC fluorogenic substrate, 60 min | Potency, µM (highest dose often 57.5 µM), for the others: top-dose activity change, negative = inhibition, most hits filed as inhibitors | actives 0.006% (n = 340,000) | AID 504937, 2011; further: potency means the concentration at half of the fitted maximal effect
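qHTS format. ASM enzyme prepared from human placenta hydrolyses the fluorogenic substrate HMU-PC0 (9 uM final) over 60 min at 37 °C after a 10 min compound preincubation.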
TRPV1 ag – HTS Assay for Compounds that Act as Agonists of the Vanilloid Receptor 1 | Transient receptor potential cation channel subfamily V member 1 (Homo sapiens), Q8NER1 | TRPV1-expressing cells, Fluo-8 calcium influx, agonist mode | activation, % at 8.33 µM | actives 0.19% (n = 320,000); in the data active means activation above about 80%; inconclusive means between about 30% and that limit; further: 0% is about no effect
Target sequence (Q8NER1 whole entry, looked up): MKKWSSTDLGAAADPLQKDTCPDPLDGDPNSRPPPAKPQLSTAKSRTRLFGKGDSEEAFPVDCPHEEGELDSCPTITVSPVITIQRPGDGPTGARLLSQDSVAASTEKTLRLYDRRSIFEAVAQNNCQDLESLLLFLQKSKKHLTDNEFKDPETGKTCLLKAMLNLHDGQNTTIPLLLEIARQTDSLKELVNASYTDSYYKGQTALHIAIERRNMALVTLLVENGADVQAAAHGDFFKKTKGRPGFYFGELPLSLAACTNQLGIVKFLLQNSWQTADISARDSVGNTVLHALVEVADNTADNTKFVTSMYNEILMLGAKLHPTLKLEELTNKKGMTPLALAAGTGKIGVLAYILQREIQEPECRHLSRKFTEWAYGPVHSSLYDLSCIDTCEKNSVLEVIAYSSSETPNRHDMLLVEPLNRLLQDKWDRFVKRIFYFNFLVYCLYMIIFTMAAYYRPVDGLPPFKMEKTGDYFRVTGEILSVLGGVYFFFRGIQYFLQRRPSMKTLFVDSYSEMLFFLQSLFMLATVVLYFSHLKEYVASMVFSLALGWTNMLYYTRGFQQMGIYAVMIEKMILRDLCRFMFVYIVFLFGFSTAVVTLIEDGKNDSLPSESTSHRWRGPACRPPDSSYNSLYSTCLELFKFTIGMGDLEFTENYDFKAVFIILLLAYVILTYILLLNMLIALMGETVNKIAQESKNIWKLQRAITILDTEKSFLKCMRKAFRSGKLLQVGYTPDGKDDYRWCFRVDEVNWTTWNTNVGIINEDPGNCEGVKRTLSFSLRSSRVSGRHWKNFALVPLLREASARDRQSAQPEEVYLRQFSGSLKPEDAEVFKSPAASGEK
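Cells expressing TRPV1 were dye-loaded with Fluo-8 and read kinetically: 10 s baseline, 3 min after compound (agonist portion), then 2 min after EC20 capsaicin (allosteric enhancer portion). Calcium-bound dye fluorescence at 480/520 nm.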
PTAP TSG101 blk – qHTS Assay for Iinhibitors of HIV-1 Budding by Blocking the Interaction of PTAP/TSG101; Tumor susceptibility gene 101 protein (Homo sapiens), Q99816; Fluorescence polarization, FITC-PTAP peptide / Tsg101 binding; Potency, µM (doses to about 115 µM), inactives show at the top dose activity change, negative = inhibition, usual class: inhibitors; 340,000 tested, under 10 active; AID 493005, 2010; active means well fitted inhibition curve with a large enough effect in the main read-out, with a control signal flat, not every such curve was filed as active; inconclusive means small, poorly fitted or top-dose-only effect, or effect the other way, or a change in a side signal; inactive means no such curve, though single readings can be large or run the other way; further: potency means the concentration at half of the fitted maximal effect; % of control where 0% means no effect
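FP read-out: FITC-PTAP peptide, 50 nM final, binding Tsg101 binding domain, 10 uM final; 20 min, r.t.; 10 mM HEPES pH 7.5, 0.15 M NaCl, 0.01% Tween 20, 3 mM EDTA, 0.1 mM TCEP.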
ELG1 genotox – qHTS screen for small molecules that induce genotoxicity in human embryonic kidney (HEK293T) cells expressing luciferase-tagged ELG1; HEK293T ELG1-luciferase reporter, luminescence, 16 h; actives 1.3% (n = 330,000); Potency, µM (top dose mostly 46 µM), inactives show at the highest dose activity change, positive = activation, actives largely listed as activators; further: potency means the concentration at half of the fitted maximal effect; % of control where 0% means no effect; nearly all actives have a fitted effect of over 60% in size
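16 hr compound incubation (37 °C, 5% CO2) of HEK293T cells carrying luciferase-tagged ELG1; luciferase then measured by ONE-Glo luminescence after 30 min at RT.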
uPA surface inh – qHTS for Inhibitors of Cell Surface uPA Generation; cell surface uPA generation assay, qHTS; Potency, µM (highest dose often 38.3 µM), inactives show top-dose activity change, negative = inhibition, hits mostly inhibitors; actives 0.31% (n = 330,000); AID 540303, 2011; active means well fitted inhibition curve with a large enough effect; inconclusive means small, poorly fitted or top-dose-only effect; inactive means no such curve, though single readings can be large or run the other way; tested in mouse RAW 264.7 cells; further: potency means the concentration at half of the fitted maximal effect; on the % scale 0 is the no-effect control and ±100 the full control effect; nearly all actives have a fitted effect of over 55% in size
Starred values were filed as active, the others as inactive; i = inactive; ? = inconclusive; / = not tested or not shown; & = joins results of further samples; [ ] = another dose, or the depositor's remark. Unless noted, the call rests on the fitted dose curve; in most records, active means well fitted curve in the direction sought with a large enough effect; inconclusive means small, poorly fitted or top-dose-only effect, or another doubt; inactive means no such curve, though single readings can be large; an effect the other way counts as inactive or inconclusive.

Structure	USP2a inh	a7 integrin act	B2AR arrestin	p53 reactivation	BRCA1 expr up	Eya2 inh	ASM inhibitor	TRPV1 ag	PTAP TSG101 blk	ELG1 genotox	uPA surface inh
CCCCC(=O)NC(N1CCCCC1)C(Cl)(Cl)Cl (stereo unspecified)	1.5%	2.2%	-2.7%	1.3%	-8.6%	25.2%	1.7%	0.8	-1.6%	0.3%	2.1%
Cc1ccc(/C=C/C(=O)Nc2ccc(S(N)(=O)=O)cc2)o1	2.2%	-5.5%	-0.2%	4.2%	-11.3%	9.8%	-1.7%	?	-7.2%	-0.8%	7.0%
Cc1cccc2cc(CN(CC3CCCO3)C(c3nnnn3Cc3ccco3)C(C)C)c(=O)[nH]c12 (stereo unspecified)	-1.2%	0.0%	-0.4%	-2.9%	-54.5%	-2.5%	-6.1%	7.4	-2.1%	-8.0%	-8.4%
CC(=O)Nc1ccc(NC(=O)C(C)OC(=O)c2ccccc2Sc2ccccc2C#N)cc1 (stereo unspecified)	-0.6%	10.2%	7.1%	4.7%	-17.8%	-11.7%	-2.6%	-1.9	22.7%	3.2%	-9.0%
O=C1C2CC=CCC2C(=O)N1c1ccc(Cc2ccncc2)cc1 (stereo unspecified)	1.7%	0.0%	0.0%	14.0%	-46.3%	-4.5%	8.1%	1.6	-9.8%	-4.4%	-6.0%
O=C(Nc1cccc2nsnc12)c1cccnc1Cl	0.0%	15.1%	-1.9%	-3.8%	-7.0%	1.5%	18.0%	8.5	0.7%	1.7%	4.6%
Cc1ccc(Nc2cc(C)nc3ccccc23)c(C)c1	/	-17.7%	/	/	-48.1%	/	-2.3%	/	-3.2%	/	-13.3%
O=C(O)CC1NC(=O)N(c2ccccc2)C1=O (stereo unspecified)	2.2%	/	-0.2%	-3.2%	/	9.6%	/	4.0	/	-2.6%	/
O=C(CN1C(=O)c2ccc([N+](=O)[O-])cc2C1=O)Nc1nnc(C2CC2)s1	3.0%	9.7%	-0.4%	-8.3%	-3.8%	-0.2%	7.1%	/	4.6%	1.2%	-0.7%
Fc1ccccc1-c1csc(=Nc2cccnc2)n1CCCn1ccnc1	3.9%	-19.1%	-0.8%	18.7%	-37.3%	-10.4%	2.8%	1.7	0.2%	-9.2%	-7.0%
O=C(O)C1CCC(N2C(=O)c3c(Cl)c(Cl)c(Cl)c(Cl)c3C2=O)CC1 (stereo unspecified)	4.0%	/	-0.8%	15.4%	/	-11.3%	/	-4.7	/	0.0%	/
COc1cccc(N(CC(=O)N2CCN(C)CC2)S(=O)(=O)c2ccccc2)c1	0.4%	-7.9%	0.5%	-2.3%	9.5%	0.6%	1.2%	-1.3	-8.0%	6.0%	-1.1%
O=C1Nc2ccccc2C1C(C[N+](=O)[O-])c1ccccc1 (stereo unspecified)	-0.6%	-9.8%	-0.6%	-5.4%	-4.6%	1.5%	-4.0%	2.2	-0.1%	-0.7%	4.1%
CC(C)CCNC(=O)C(c1ccc(O)cc1)N(Cc1cccs1)C(=O)C1COc2ccccc2O1 (stereo unspecified)	2.2%	-31.2%	0.2%	2.6%	-73.6%	-2.6%	-12.6%	24.5	-4.1%	-12.3%	-18.4%
CCCOC(=O)c1ccc(NC(=O)c2ccccc2OC)cc1	0.2%	-23.3%	-0.2%	12.1%	-1.0%	-3.4%	183.1%	?	0.9%	15.9%	0.2%
COc1cccc(CNC(=S)Nc2ccc(Cl)cc2C)c1	3.6%	-12.9%	0.5%	/	3.5%	-10.4%	-0.5%	80.6*	-0.8%	-1.1%	1.2%
CC(C)[C@H](NC(=O)N1CC(=O)Nc2ccccc21)C(=O)Nc1nccs1	3.5%	-5.6%	-0.8%	-6.3%	-23.6%	8.1%	-0.9%	0.0	-3.4%	-1.3%[9.26 µM]	3.3%
Cc1c(C(=O)N2CCCCC2)nn(-c2ccc(Cl)cc2)c(=O)c1C#N	0.0%	0.4%	0.3%	0.7%	-10.2%	-0.8%	11.2%	0.4	-6.8%	3.2%	-5.5%
O=C(NCCc1c[nH]c2ccccc12)c1cc2ccccc2oc1=O	-6.7%	8.9%	-1.1%	22.8%	91.6%	4.8%	-7.6%	-2.4	2.9%	?	7.0%
Cc1cc2cccc(C)c2nc1SCC(=O)NC1CCCCC1	0.8%	-5.3%	-0.4%	-2.5%	3.2%	-15.4%	1.7%	0.4	-12.6%	14.9%	4.5%
COc1cccc(NC(=O)CN(C)C(=O)c2ccc(S(=O)(=O)Nc3ccccc3C)cc2)c1	0.1%	-20.8%	0.4%	-0.9%	0.0%	10.9%	-4.0%	2.5	-4.1%	-1.0%	-3.0%
Cc1ccc(C(=O)N2CCCC2)c(F)c1F	1.4%	-2.9%[7.66 µM]	0.4%	-2.1%	0.9%	-3.0%	-0.3%	-0.1	-4.6%	-0.1%	/
CCO[C@@H]1OC(C(=O)N2CCN(C)CC2)=C[C@H](c2coc3ccccc3c2=O)[C@H]1CCCO	2.1%	29.3%	-0.2%	-1.4%	8.9%	-7.6%	7.9%	1.3	/	-0.7%	9.5%
COC(=O)C(CC(=O)CNC(=O)c1ccccc1)NC(=O)c1ccccc1 (stereo unspecified)	/	-1.5%	/	/	-9.1%	/	3.3%	/	-1.1%	/	0.0%
CCOC(=O)C(=CNc1ccc(N2CCCCC2)c(S(=O)(=O)Nc2ccccc2OC)c1)C(=O)OCC	/	-11.1%	/	/	-43.9%	/	0.2%	/	-5.0%	/	1.6%
COCCCn1c(SCC(=O)N2CCOCC2)nc2ccccc2c1=O	-0.6%	16.2%	0.4%	1.1%	0.0%	-1.0%	-3.7%	-0.7	0.0%	0.0%	-4.4%
COc1ccc(S(=O)(=O)NC2CC(=O)N(c3ccc4c(c3)OCCO4)C2)cc1 (stereo unspecified)	2.8%	-17.3%	-0.1%	-2.6%	0.7%	2.8%	1.1%	3.2	-2.9%	0.8%	-0.5%
Cc1cccc(C)c1OCC(C)N (stereo unspecified)	-3.9%	/	3.5%	-0.2%	16.7%	-1.8%&10.7%	-0.1%	-1.6	-2.3%	-4.7%	10.9%
CS(=O)(=O)C1=NN2C(=N)/C(=C\c3ccc(OC(=O)c4ccco4)cc3)C(=O)N=C2S1	0.3%	3.5%	-0.1%	26.7%	6.2%	9.7%	?	-1.6	-2.3%	0.9%	15.4%
O=C(C[n+]1ccc(C(=O)N/N=C/c2ccc(O)cc2)cc1)c1ccccc1	-1.6%	-3.9%	-0.8%	1.9%	-0.6%	7.7%	-1.2%	2.6	-2.2%	-0.6%	-1.3%
O=C(CN1CCN(C(c2ccccc2)c2ccccc2)CC1)N1N=CCC1c1ccccc1 (stereo unspecified)	-0.7%	-10.7%	0.0%	2.3%	-21.2%	-9.7%	-0.1%	5.9	-4.0%	-4.2%	0.7%
Cn1c(C(=O)O)cc2c(=O)n3ccccc3nc21	5.6%	0.0%	0.4%	4.7%	2.0%	?	i	1.8	-8.0%	3.5%	7.3%
CN(CCCCOc1ccc(F)cc1)Cc1ccccc1	-0.1%	22.0%	0.6%	?	0.0%	17.4%	1.9%	10.1	-2.0%	-6.8%	4.9%

Screens as filed in PubChem.

Not a hit list; any-hit rate near 2.6%.
